Casp6 inh: caspase-6 (human) enzyme inhibition; inhibition, % at 12.5 µM; P55212; 350,000 compounds, 0.53% hits; purified caspase-6, Z-VEID-R110 cleavage fluorescence;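 active = mean inhibition across replicates at least about 35%, with every replicate also reaching that limit, limit read from the data; inconclusive = only one of the two criteria met; inactive = neither criterion met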;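 also: 0% = median of neutral control wells and 100% = no fluorescence left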
Target sequence (P55212 24-179 limits assumed): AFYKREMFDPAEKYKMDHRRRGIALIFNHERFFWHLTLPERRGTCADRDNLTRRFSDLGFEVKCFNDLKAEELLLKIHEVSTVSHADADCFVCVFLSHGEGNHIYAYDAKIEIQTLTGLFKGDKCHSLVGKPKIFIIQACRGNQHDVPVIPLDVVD
Target sequence (P55212 194-293 limits assumed): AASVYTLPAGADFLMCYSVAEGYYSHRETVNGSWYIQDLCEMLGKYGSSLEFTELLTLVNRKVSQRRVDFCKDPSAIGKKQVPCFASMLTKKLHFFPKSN
RAD52 inh: blocks human RAD52 DNA annealing | P43351 | recombinant RAD52 DNA annealing, FRET fluorescence | inhibition, % at 18.7 µM | 360,000 compounds, 0.46% hits;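 active = every replicate showing at least 50% inhibition; inconclusive = mean inhibition at least 50% but not in every replicate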
CFTR F508del cor: CFTR F508del correction in bronchial cells | AID 720511 | CFBE cells, YFP halide quenching; stimulated with forskolin plus potentiator P3; % fluorescence drop versus neutral controls | activity (quench increase), % at 7.58 µM | 350,000 compounds, 0.36% hits;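 active = mean added fluorescence quench of at least 8% versus neutral control, with both replicates also reaching 8%; inconclusive = only one of the mean or replicate conditions met; inactive = mean below 8% and not both replicates reaching 8%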;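 also: cells transiently co-express mutant CFTR-F508del with the halide-sensitive YFP; corrector assay measuring rescue of mutant channel to the surface after 24 h compound exposure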
INS-1E GSIS act: GLuc luminescence reporter in INS-1E cells, primary screen for activators of glucose-dependent secretion of insulin | INS-1E GLuc reporter insulin secretion, 2-3 h | activation, % at 16.6 µM | 370,000 compounds, 0.61% hits | AID 743287;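 active = lowest replicate activation of at least 40%, so every replicate reaches that level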;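 also: 0% = median of neutral control wells and 100% = median of IBMX positive control wells; some compounds called inactive have numbers as strong as hits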
DENV2 CPE rescue: inhibitors of DENV2 cytopathic effect. DENV2-infected cells, cytopathic effect rescue, plate reader. CPE inhibition, % at 9.99 µM. 350,000 compounds, 1.7% hits. AID 651640; in the data active = CPE inhibition above about 20%, passing the limit was not always enough; inconclusive = no clear call, values can overlap the other calls; tested in BHK-21 cells;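 also: 0% = median of neutral control wells and 100% = median of positive control wells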
RAD54 branch: inhibitors of human RAD54 branch migration | Q92698 | inhibition, % at 10.4 µM | RAD54 Holliday junction branch migration, FAM/BHQ fluorescence | AID 602329 | 360,000 compounds, 0.14% hits;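 active = mean normalized replicate activity at least 40 and at least half of replicates scoring 40 or more; inconclusive = only one of the two criteria met; inactive = mean below 40 and under half of replicates reaching 40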;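 also: 0% = median of neutral control wells and 100% = median of positive control wells; inhibitors cause a drop in the FAM fluorescence signal; in these data hits start at about 50%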
XiGFP reactiv: reactivates the inactive X chromosome in mouse fibroblasts | AID 743238 | 360,000 compounds, 0.055% hits | XiGFP mouse fibroblasts, % GFP-positive cells imaging, 3 d; cells co-treated with 5-aza-dC sensitizer; scaled so ellipticine positive control = 100% | activation, % at 7.58 µM;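 active = mean normalized replicate activation at least 10% and every replicate at or above 10%; inconclusive = only one of the two criteria met; inactive = mean below 10% and not all replicates reach 10%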;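 also: 0% = median of on-plate neutral control wells and 100% = ellipticine 6 µM median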
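Assay system – SV40-immortalized XiGFP fibroblast cells, line 68-5-11 · Buffer or medium – DMEM supplemented with 5-aza-dC as sensitizing agent · Dosing – one concentration, pinned · Benchmarks – positive control ellipticine, 6 µM final · Times – 3 days compound exposure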
E-selectin induc: E-selectin induction on HUVECs; activation, % at 7.58 µM; 260,000 compounds, 0.37% hits; HUVEC E-selectin immunofluorescence imaging; normalized: neutral wells 0, TNF-alpha wells 100; AID 686992;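 active = mean E-selectin-positive cell signal at least 10% of the positive control, reached in at least 60% of replicates, without over 20% cell loss; inconclusive = no rule given, readout overlaps actives, possibly toxicity-flagged; inactive = the rest, including those meeting only one limit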;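 also: in these data hits start at about 27%; measured in HUVEC primary endothelial cells; signal is the percent of cells scored E-selectin positive by PE staining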
Target sequence (P16581 whole entry, looked up): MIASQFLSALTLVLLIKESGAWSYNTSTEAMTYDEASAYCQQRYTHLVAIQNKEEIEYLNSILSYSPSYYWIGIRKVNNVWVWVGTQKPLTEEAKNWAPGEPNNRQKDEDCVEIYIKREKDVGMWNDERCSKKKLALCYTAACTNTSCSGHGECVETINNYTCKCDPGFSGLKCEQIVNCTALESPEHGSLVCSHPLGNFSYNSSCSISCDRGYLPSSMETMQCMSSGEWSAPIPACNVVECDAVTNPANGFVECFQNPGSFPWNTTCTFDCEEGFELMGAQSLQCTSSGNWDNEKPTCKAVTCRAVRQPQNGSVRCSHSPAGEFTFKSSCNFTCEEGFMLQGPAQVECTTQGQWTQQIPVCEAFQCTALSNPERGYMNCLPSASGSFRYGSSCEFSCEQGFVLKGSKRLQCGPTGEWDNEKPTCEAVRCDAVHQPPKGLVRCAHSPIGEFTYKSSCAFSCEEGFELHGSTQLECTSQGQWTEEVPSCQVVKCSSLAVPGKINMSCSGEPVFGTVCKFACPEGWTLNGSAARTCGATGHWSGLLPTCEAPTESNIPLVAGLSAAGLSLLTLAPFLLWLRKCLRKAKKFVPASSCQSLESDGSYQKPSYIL
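Assay system: HUVEC primary endothelial cells. Input: 3,000 HUVEC seeded per well. Doses: one compound dose added by pin transfer. Read-out basis: % PE-positive cells. Benchmarks: TNF-alpha high, DMSO low. Detection: immunofluorescence imaging. Buffer or medium: EGM-2, gelatin.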
An asterisk follows results filed as active; u = inconclusive; x = not tested or not shown. Rows are unselected. Share with any hit: about 3.7%.

SMILES	Casp6 inh	RAD52 inh	CFTR F508del cor	INS-1E GSIS act	DENV2 CPE rescue	RAD54 branch	XiGFP reactiv	E-selectin induc
Cc1ccc(NC(=O)c2ccc(S(=O)(=O)N3CCCCC3)cc2)nc1	3	-9	-3.9	-13	9	-8	0.0	-0.7
COc1ccc(C(CC(=O)Nc2ccc(C)cn2)N2Cc3ccccc3C2=O)cc1 (stereo not drawn)	9	-8	2.7	-12	-3	15	0.0	x
C#CCN(C[C@@H]1[C@@H](OC(=O)NCc2ccccc2F)[C@@H](OC(=O)NCc2ccccc2F)CN(C(=O)OC(C)C)N1C(=O)OC(C)C)S(=O)(=O)c1ccc(C)cc1	-2	-7	0.0	7	-6	1	0.1	0.1
FC(F)(F)c1ccccc1Cc1c(C2CCCCC2)nc2c3ccccc3ccn12	1	-16	2.9	-3	-8	15	x	0.2
COc1ccc(NC(=O)N(C)C[C@@H]2Oc3c(NC(=O)Nc4ccc(C(F)(F)F)cc4)cccc3C(=O)N([C@@H](C)CO)C[C@@H]2C)cc1	x	x	2.3	-17	x	x	0.0	2.6
Cc1cccc(/C=N/NC(=O)c2cccc(NC(=O)c3ccccc3)c2)n1	4	-3	0.2	18	-4	x	0.0	0.1
C[C@@H]1CN([C@H](C)CO)S(=O)(=O)c2ccc(-c3ccncc3)cc2O[C@@H]1CN(C)C(=O)CN(C)C	5	0	1.8	29	-2	-4	0.5	-0.2
Cc1ccc(-c2ccc3c(c2)O[C@@H](CN(C)S(C)(=O)=O)[C@H](C)CN([C@H](C)CO)S3(=O)=O)cc1	-3	13	0.0	-1	-3	-4	-0.3	0.3
Cn1c(=O)c2c(nc(NCCCO)n2Cc2cccc(C(F)(F)F)c2)n(C)c1=O	-1	-7	x	7	x	2	x	x
CN(CCCN1CCOCC1)C(=O)c1cc(COc2c(F)cccc2F)on1	0	-5	3.0	-8	2	-6	0.1	x
CC(=O)N1c2ccc(S(=O)(=O)NCCC(=O)NCCc3ccc(Cl)cc3)cc2CC1C (stereo not drawn)	2	-6	3.2	-31	-5	-1	0.3	x
CN(C)c1ccc(NC2=C(Cl)C(=O)c3ccccc3C2=O)cc1	4	0	-5.2	-9	-8	6	0.0	x
Cc1cc(NS(=O)(=O)c2ccccc2)ccc1NS(=O)(=O)c1ccccc1	4	-3	7.9	x	1	-13	-0.1	0.2
COCCNC(=O)C1(C)CCCN(C(=O)c2cc(OC)c(OC)c(OC)c2)C1 (stereo not drawn)	-1	-12	1.3	13	2	4	0.0	x
S=C(Nc1cccc(Br)c1)N1CCn2cccc2C1c1cccnc1 (stereo not drawn)	2	-9	0.4	-17	7	x	0.2	-0.1
Cc1ccc(OCC(=O)N/N=C/c2cccnc2)cc1C	-2	-7	-2.1	-2	-1	-8	0.1	x
CNC(=O)CN(c1ccc(Oc2ccccc2)cc1)S(=O)(=O)c1ccc(C)cc1	-1	-6	-1.3	3	10	-11	0.2	6.1
C[C@H](CO)N1C[C@H](C)[C@H](CN(C)S(=O)(=O)c2cn(C)cn2)Oc2ccc(NC(=O)c3ccncc3)cc2CC1=O	2	-4	-1.7	3	11	x	0.0	14
CCC(C(=O)NC1CCCC1)N(C(=O)c1snc(C(N)=O)c1N)c1ccc(C)cc1C (stereo not drawn)	1	-10	-0.6	6	3	x	0.5	0.0
CCNC(=O)C1(C)CCN(C(=O)c2cccnc2SC)C1 (stereo not drawn)	1	8	-1.9	5	u	-4	0.0	0.0
COc1ccc(CNc2ncnc3cc(Cl)ccc23)cc1	-1	-7	-1.4	6	1	x	0.0	x
CC(C)[C@H](NC(=O)N1c2ccccc2NC(=O)[C@@H]1C(C)C)C(=O)N[C@H](C(=O)O)c1ccccc1	-6	-4	-2.3	7	-6	-7	x	x
CN1C(=O)c2cc(NC(=O)C3CCOCC3)ccc2OC[C@@H]2O[C@H](CC(=O)NCC3CC3)CC[C@@H]21	0	-1	-2.3	-1	4	-12	0.0	-0.1
Cc1ccc(S(=O)(=O)Nc2ccc3c(c2)C(=O)N([C@@H](C)CO)C[C@H](C)[C@@H](CN(C)C(=O)NC2CCCCC2)OCCCC[C@H](C)O3)cc1	0	14	2.2	-16	-9	-9	0.0	0.1
O=C(CNC(=O)c1cccs1)N/N=C/c1c[nH]c2ccccc12	1	-8	-2.8	-2	2	x	0.2	3.9
COc1ccc(Br)cc1Cn1nnc(C(=O)Nc2ccc3c(c2)OCCO3)c1N	1	-8	-0.4	x	7	12	0.5	x
COCCN(CC(=O)Nc1cccc(C)c1C)C(=O)Cc1cccs1	0	6	7.0	x	-4	-2	-0.1	0.2
Cc1oc(-c2ccccc2F)nc1CS(=O)(=O)CC(=O)NCCCN1CCN(C)CC1	-25	-13	-4.1	3	1	3	0.2	x
O=S(=O)(c1ccccc1)N1CCN(Cc2nnc(-c3ccccc3)o2)CC1	-7	-1	-2.4	x	5	-17	0.0	-0.2
C=CCSC1=NN2CCS(=O)(=O)N=C2S1	-1	-2	-0.9	6	6	x	0.8	0.3
O=C(Cc1cccnc1)N1CC[C@@H]2[C@@H](CO)Nc3ccc(C#Cc4ccccc4F)cc3[C@@H]21	0	23	2.5	-2	-9	x	0.1	-0.4
CC(C)c1cccc(-c2csc(C(O)c3ccc(F)cc3)n2)c1 (stereo not drawn)	5	-24	1.0	33	-1	-8	0.1	-0.1
CCCNCc1cc(OC)c(OCc2ccccc2)cc1Br	0	2	-2.0	-16	-2	-3	-0.2	0.1
C[C@@H]1CCCCO[C@H](CN(C)S(C)(=O)=O)[C@@H](C)CN([C@@H](C)CO)C(=O)c2cc(NC(=O)C3CCCCC3)ccc2O1	-2	8	0.7	4	-2	0	-1.0	-0.1
O=c1c2oc3ccccc3c2[nH]c(=S)n1-c1ccc(F)cc1	0	-12	-3.7	41	-4	7	x	6.1
C[C@@H]1CN([C@@H](C)CO)S(=O)(=O)c2ccc(C#Cc3ccncc3)cc2O[C@H]1CN(C)C(=O)c1ccncc1	3	-10	0.3	-7	-3	-2	-0.8	0.1
O=C(NCc1ccccn1)Nc1ccc(Br)cc1	-3	-15	-2.6	-7	-7	9	0.0	3.7
O=C(Nc1nc(-c2cccs2)c(C(=O)C(F)(F)F)s1)c1ccccc1	2	-18	2.2	-29	3	1	0.1	-0.3
CCCN1[C@@H]2c3ccc(-c4ccccc4F)c(=O)n3C[C@@H]2[C@@H](CO)[C@@H]1C(=O)N1CCCCC1	5	-9	1.6	-7	8	-4	1.0	-0.1
C=CCn1c(COc2cccc(C)c2)nnc1SCC(=O)c1c(N)n(C)c(=O)n(C)c1=O	-2	-12	-1.1	8	3	x	0.3	0.0
CSc1ccc(Cl)c(C(=O)OCC(=O)N2CCNC2=O)c1	1	-15	-4.6	-3	11	1	0.1	x
COC(=O)C[C@H]1C[C@@H]2c3cc(NS(=O)(=O)c4ccccc4)ccc3O[C@@H]2[C@@H](CO)O1	x	x	-1.1	-12	-3	-8	0.1	0.3
Nc1nc(CN2CCN(Cc3ccccc3)CC2)nc(Nc2ccccc2)n1	-4	-4	0.3	3	-5	7	x	x
C[C@H](CO)N1C[C@H](C)[C@@H](CN(C)S(C)(=O)=O)Oc2ncc(C#CC3(O)CCCC3)cc2C1=O	5	-2	1.1	18	-2	-4	-0.7	-0.8
Nc1nc(SCC(=O)NCCO)nc2sc3c(c12)CCCC3	-1	-11	-1.3	3	-5	x	0.7	-0.3
O=C(COC(=O)CNC(=O)c1ccco1)Nc1ccccc1OC(F)F	-3	0	-0.1	9	u	2	3.6	-0.4
Cc1cc(C)n2cc(CSc3nnc(-c4ccccc4)c(-c4ccccc4)n3)nc2n1	2	-13	2.2	22	5	x	-0.1	1.8
CCCNC(=O)Nc1ccc2c(c1)C(=O)N(C)C[C@H](OC)[C@H](C)CN(CCC(F)(F)F)[C@H](C)CO2	x	x	-0.1	-14	x	x	0.3	-0.3
Cc1ccc(NS(=O)(=O)c2ccc(Br)s2)cc1S(=O)(=O)N1CCOCC1	-6	-34	0.7	-9	6	-4	0.0	-1.8
COc1ccc(COC(=O)c2ccc(S(=O)(=O)N3CCC(C)CC3)cc2)cc1	5	3	2.8	12	3	2	0.2	1.1
Cc1cc[n+](CC(=O)c2cccs2)cc1	-16	-9	-3.7	-4	0	1	x	x
CC1CC(C)CN(C(=O)c2ccc(-c3ccc([N+](=O)[O-])cc3)o2)C1 (stereo not drawn)	2	-6	0.2	5	-3	-3	0.1	1.9
COc1ccc(OC)c(-n2nnnc2SCC(=O)Nc2ccc(C(=O)N3CCCCC3)cc2)c1	10	15	-3.7	1	-1	-1	x	x
CCOc1ccc(CCNC(=O)COC(=O)c2cc(=O)[nH]c3ccccc23)cc1OCC	-4	-11	0.8	25	12	-1	0.0	-0.8
CC1(C)CC2(CC(c3ccccc3F)c3cc(Cl)c(O)cc3O2)NC(=S)N1 (stereo not drawn)	4	-21	3.1	-59	-3	x	0.0	x
CN1c2ccc(-c3cccc(C#N)c3)cc2[C@H]2[C@H](CCN2C(=O)Nc2cc(F)ccc2F)[C@H]1CO	x	x	3.2	4	x	5	0.0	-0.1
COc1ccc(-c2cn(Cc3ccc(C(N)=O)cc3)c(CCN)n2)cc1	-7	-18	1.7	21	3	0	0.4	0.0
C[C@@H]1CCCCO[C@H](CN(C)Cc2ccc(C(F)(F)F)cc2)[C@H](C)CN([C@H](C)CO)C(=O)c2cc(NC(=O)CCC(F)(F)F)ccc2O1	6	-53	1.0	-30	-9	1	-0.8	-0.1
CSC1=NCCN1C(=O)C(C)Oc1ccccc1 (stereo not drawn)	-5	-12	-1.9	-7	-2	5	0.0	0.3
CCOC(=O)C1CCN(C(=O)c2ccc(OC3CCN(C(=O)CCOC)CC3)cc2)CC1	-3	3	-0.9	-14	-4	-14	0.0	0.1

The list continues.
SMILES	Casp6 inh	RAD52 inh	CFTR F508del cor	INS-1E GSIS act	DENV2 CPE rescue	RAD54 branch	XiGFP reactiv	E-selectin induc
C[C@H](CO)N1C[C@H](C)[C@@H](CN(C)C(=O)C2CC2)Oc2cc(C#C[C@@H](C)O)ccc2S1(=O)=O	0	5	0.5	20	-11	0	0.0	0.5
CCOC(=O)NNC(=O)CCn1c2c(c3ccccc31)CCCC2	-9	-16	0.8	-8	16	x	0.0	1.6
Cn1cnc(CCNC(=O)C[C@H]2CC[C@H]3[C@@H](COC[C@@H](O)CN3C(=O)C3CCCC3)O2)c1	1	-25	-0.8	7	0	-14	0.3	-0.1
CC1(C)CC(=O)c2sc(NC(=O)c3ccc4ncsc4c3)nc2C1	1	-6	2.5	x	-3	9	0.0	15
COCCNC(=O)C1(C)CCCN(C(=O)c2cccc3ccccc23)C1 (stereo not drawn)	-1	1	-3.7	8	-9	-10	0.0	-0.4

Compound activity from PubChem.
